Screens from PubChem.
PPARg SRC3 recr: PPARgamma agonists recruiting SRC-3 coactivator, primary screen, biochemical; Peroxisome proliferator-activated receptor gamma (Homo sapiens), P37231; actives 0.26% (n = 200,000); activation, % at 8 µM; biochemical PPARgamma/SRC-3 coactivator recruitment assay; in the data active = activation above about 23%;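 also: 0% = DMSO and 100% = reference agonist; some compounds past the cut are filed as inactive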
Target sequence (P37231 whole entry, looked up): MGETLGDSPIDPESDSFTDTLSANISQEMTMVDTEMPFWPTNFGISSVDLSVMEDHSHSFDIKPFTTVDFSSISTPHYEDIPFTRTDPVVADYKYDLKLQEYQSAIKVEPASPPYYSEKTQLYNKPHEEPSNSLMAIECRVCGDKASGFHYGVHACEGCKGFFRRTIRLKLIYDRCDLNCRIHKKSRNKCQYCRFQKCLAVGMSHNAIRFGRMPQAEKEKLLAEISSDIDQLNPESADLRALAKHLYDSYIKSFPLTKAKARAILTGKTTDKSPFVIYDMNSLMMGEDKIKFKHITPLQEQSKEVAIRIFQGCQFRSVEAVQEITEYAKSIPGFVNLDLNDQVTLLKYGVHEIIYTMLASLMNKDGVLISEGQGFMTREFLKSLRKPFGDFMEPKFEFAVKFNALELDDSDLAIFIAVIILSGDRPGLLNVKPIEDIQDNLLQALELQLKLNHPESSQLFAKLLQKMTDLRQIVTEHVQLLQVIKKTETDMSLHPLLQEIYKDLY
PPARg SRC1 recr: PPARgamma agonists recruiting SRC-1 coactivator, primary screen, biochemical; Peroxisome proliferator-activated receptor gamma (Homo sapiens), P37231; PPARgamma-SRC-1 coactivator recruitment biochemical assay; activation, % at 8 µM; actives 0.41% (n = 200,000); in the data active = activation above about 19%;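 also: 0% = DMSO and 100% = reference agonist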
bIAP inhibitor: bovine intestinal alkaline phosphatase inhibitors, primary screen, selectivity assay for TNAP inhibitor project, biochemical, bovine IAP, CDP-star luminescence | alkaline phosphatase, intestinal [Bos taurus] | purified bovine IAP, 30 min | inhibition, % at 20 µM | 190,000 tested, under 10 active | AID 1019, 2008;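 active = over 50% inhibition of intestinal alkaline phosphatase at 20 µM in the single-dose screen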
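Incubation: 30 min reaction at room temperature / Material: purified bovine intestinal alkaline phosphatase (IAP) enzyme / Input: enzyme at 1/65,000,000 dilution / Dosing: 20 µM single dose / Signal: CDP-star luminescence signal / Reagent: CDP-star chemiluminescent phosphatase substrate, 30 µM final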
PPARg SRC2 recr: agonists of PPARg-SRC-2 recruitment, primary screen, biochemical, HTS | PPARgamma LBD-SRC-2 recruitment | activation, % at 8 µM | actives 0.34% (n = 200,000) | AID 1032, 2008; in the data active = activation above about 22%;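 also: 0% = vehicle and 100% = reference agonist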
TNAP inh hiacc: human TNAP enzyme inhibitors, primary screen, biochemical, luminescent, high phosphate acceptor level, uHTS. Alkaline phosphatase, tissue-nonspecific isozyme (Homo sapiens), P05186. purified TNAP, CDP-star luminescence, 1 M DEA. inhibition, % at 20 µM. actives 0.03% (n = 200,000). AID 1135, 2008;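 active = over 50% inhibition of tissue-nonspecific alkaline phosphatase at 20 µM in the single-dose screen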;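 also: plate controls were DMSO wells for no effect and EDTA-quenched wells as full inhibition for full effect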
TNAP inh no acc: human TNAP enzyme inhibitors, primary screen, biochemical, luminescent, no phosphate acceptor, uHTS; purified TNAP, CDP-star luminescence, 30 min; inhibition, % at 20 µM; actives 0.26% (n = 200,000); AID 1012, 2008;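 active = tissue-nonspecific alkaline phosphatase inhibition above about 50% at 20 µM in the single-dose screen, limit read from the data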;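 also: 0% = DMSO negative control and 100% = EDTA positive control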
TR-FRET SRC-2 ct: TR-FRET signal artefacts, primary screen, artefact control for PPARgamma SRC-2 agonist project, biochemical; AID 1049, 2008; TR-FRET ratio at 8 µM; actives 0.4% (n = 200,000); TR-FRET artefact counter-screen; hits give high values; in the data active = TR-FRET ratio above about 2000; also: inactives centre near 1500
Efa HMGR inh: inhibitors of E. faecalis class II HMGR, primary screen, biochemical, Enterococcus faecalis; HMG-CoA reductase (Enterococcus faecalis, mvaE); purified E. faecalis HMGR, NADPH absorbance 340 nm kinetic; inhibition, % at 10 µM; actives 0.41% (n = 190,000);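 active = inhibition above a set limit, the median over all tested compounds plus 3 SD, cut at about 9.5% in these data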;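 also: enzyme runs in reverse so mevalonate oxidation gives rising NADPH absorbance; 0% = complete reaction with DMSO and 100% = background rate lacking mevalonate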
bIAP activator: bovine intestinal alkaline phosphatase activators, primary screen, biochemical, bovine IAP, CDP-star luminescence. actives 0.17% (n = 200,000). purified bovine IAP, 30 min; hits give high values; fold of DMSO-control signal, blank-subtracted. activation factor at 20 µM. AID 1016, 2008. alkaline phosphatase, intestinal [Bos taurus];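 active = activation factor of 2 or more at 20 µM, a signal rise over negative controls twice the positive control's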
TNAP act hiacc: TNAP activators at high phosphate acceptor level, primary screen, biochemical, luminescence, uHTS. AID 1136, 2008. 200,000 tested, under 10 active. purified TNAP, CDP-star luminescence, 1 M DEA, 30 min; hits give high values; 0 = EDTA background, 1 = DMSO-only activity. activation factor at 20 µM. Alkaline phosphatase, tissue-nonspecific isozyme (Homo sapiens), P05186;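 active = activation factor at least 2 at 20 µM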
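Assay system: human TNAP; Input: enzyme diluted 1/800 final; Reagent: CDP-star luminogenic substrate at 100 µM final; Timing: 30 min, room temperature; Signal: luminescence; Evaluation: TNAP activation factor scaled between EDTA and DMSO control wells.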
Numbers without * were called inactive; nt = not tested or not shown.

SMILES	PPARg SRC3 recr	PPARg SRC1 recr	bIAP inhibitor	PPARg SRC2 recr	TNAP inh hiacc	TNAP inh no acc	TR-FRET SRC-2 ct	Efa HMGR inh	bIAP activator	TNAP act hiacc
Nc1nc(SCc2nc3sc4c(c3c(=O)[nH]2)CCCC4)n[nH]1	3	2	12	-2	-2	-168	1530	4	0.9	1
COc1ccc(OCCCSc2ncccn2)cc1	6	1	15	2	-5	-6	1787	0	0.9	1
O=c1[nH]c(SCCOc2ccccc2F)nc2ccccc12	4	-7	3	-6	-6	-10	1545	-3	1	1.1
CSc1ccccc1NC(=S)Nc1ccc(S(N)(=O)=O)cc1	-1	14	8	1	-4	18	1453	0	0.9	1
c1ccc(CNc2nnnn2-c2ccccc2)cc1	-3	1	2	11	-4	-12	1742	-4	1	1
COC(=O)c1ccccc1NC(=O)c1ccco1	4	13	7	7	-3	-3	1522	-2	0.9	1
CCN(CC)CCN(Cc1cc2cc(C)c(C)cc2[nH]c1=O)C(=S)NCc1ccco1	-1	-5	-2	2	-4	-3	1572	-1	1	1
Cc1oc2cc(O)cc(C)c2c(=O)c1-c1cnn(-c2ccccc2)c1	2	-3	4	4	-2	-6	1547	-6	1	1
CN1CCN(c2ccc(Cl)cc2NC(=O)c2ccc(=O)n(C)n2)CC1	7	11	-7	4	-8	-7	1638	-10	1.1	1.1
CCOC(=O)c1oc2ccccc2c1NC(=O)c1cccc(OC)c1	-3	8	3	5	-2	-6	1678	-7	1	1
CC(=O)Nc1cc(C)nn1-c1nc(C)cc(C)n1	-8	1	6	-14	-7	-13	1469	4	0.9	1.1
O=C(CN(Cc1ccco1)C(=O)CCC(=O)Nc1nccs1)NCc1ccccc1	-1	10	26	8	-5	-14	1409	4	0.7	1.1
COc1ccc2c(c1)c(CC(=O)Nc1ccccc1OC)c(C)n2C(=O)c1ccc(Cl)cc1	4	13	nt	2	4	4	1510	0	0.3	1
CCOc1cc(/C=N\NC(N)=O)cc(Br)c1OC(C)C	6	7	-39	10	0	0	1694	1	1.4	1
O=C(COc1ccccc1Cl)Nc1ccc(CN2CCCCC2)cc1	2	11	-8	6	-4	-5	1724	-6	1.1	1
CC(C)(C)c1ccc(-c2nn(CCC#N)cc2/C=N/O)cc1	-3	-5	11	4	-5	-13	1455	-1	0.9	1
COc1ccc(C2=NOC(C(=O)NCc3ccc(F)cc3)C2)cc1 (stereo not drawn)	-7	8	-9	-4	0	-5	1511	-2	1.1	1
COc1ccc(OC)c(NC(=O)C(CCS(C)(=O)=O)NC(C)=O)c1 (stereo not drawn)	nt	nt	6	nt	-3	-5	nt	2	0.9	1
O=C(O)CSc1nnc(-c2cc3ccccc3o2)n1-c1ccccc1	9	-3	-5	2	-5	-14	1513	-5	1.1	1
COc1cc(NS(=O)(=O)c2ccc(NC(=O)CN3C(=O)c4ccccc4C3=O)cc2)ncn1	4	1	4	3	0	-2	1498	-9	1	1
COc1ccccc1CNC(=O)c1cccs1	0	-2	10	-2	-3	-9	1622	2	0.9	1
COc1ccccc1Nc1nnc(Cc2ccccc2)c(=O)[nH]1	2	4	-5	6	1	-5	1626	-2	1	1
Cc1ccc(S(=O)(=O)N(C)CC(=O)N2CCc3ccccc32)cc1	-6	-7	6	-8	-3	-8	1480	-3	0.9	1
CCC(C)NC(=O)CC(NS(=O)(=O)c1ccc(C)cc1)c1ccc(OC)cc1 (stereo not drawn)	-4	-4	-23	5	1	-6	1343	0	1.2	1
CCOC(=O)C1=C(CC)OC(N)=C(C#N)C1c1ccc(OC)cc1OC (stereo not drawn)	-2	12	6	8	1	0	1600	0	0.9	1
Cc1cn(C2OC(COC(=O)c3ccccc3)C(O)C2O)c(=O)[nH]c1=O (stereo not drawn)	3	-1	-1	3	-3	-14	1522	4	1	1
O=S(=O)(Nc1ccc(S(=O)(=O)N2CCOCC2)cc1)c1ccccc1	-1	4	-4	4	0	-3	1596	-4	1	1
COc1ccc(OC)c(C2C(C(=O)Nc3ccc(F)cc3)=C(C)Nc3nc(CCCO)nn32)c1 (stereo not drawn)	6	5	0	1	-2	-12	1525	-9	1	1
Cn1cccc1Cc1nnc(SCC(=O)NCc2ccco2)n1CCc1ccccc1	5	2	-6	3	1	-11	1771	-3	1.1	1
CC1=CCC(C(=O)O)C(C(=O)O)C1 (stereo not drawn)	-1	2	5	9	-3	-16	1495	-1	1	1
Cc1cc(C)c(C#N)c(Nc2ccccc2)n1	3	0	0	4	2	-2	1582	7	1	1
CC(=O)Nc1nc(COc2ccccc2)cs1	2	0	16	5	-2	-8	1569	1	0.8	1
CC1CCCCN1C(=O)c1cc(F)c(F)cc1Cl (stereo not drawn)	13	0	8	-1	-5	-11	1526	1	0.9	1
CCCn1c(CCC(=O)O)ccc1-c1ccc(F)cc1	5	-3	-2	3	-4	-13	1537	-10	1	1
O=C(NCCc1ccccc1)C(NS(=O)(=O)c1cccc2nsnc12)c1ccccc1 (stereo not drawn)	1	3	-2	3	-3	-6	1667	7	1	1
CC(C)(C)c1cc(C(=O)O)n[nH]1	4	5	0	10	-8	0	1545	-6	1	1.1
C=CCN(c1ccccc1)S(=O)(=O)c1cccc(C(=O)O)c1	-2	-5	8	-8	-3	0	1456	-1	0.9	1
O=C1NC(=Nc2ccc(Cl)cc2)SC1Cc1cccc(Cl)c1Cl (stereo not drawn)	4	6	2	13	-5	-56	1626	-1	1	1
Cn1cc(Br)c(C(=O)NC2CCCCC2)n1	-11	-2	9	4	-4	-8	1570	-3	0.9	1
O=C(CN1C(=O)CCC1=O)Nc1nc(-c2nc3ccccc3s2)cs1	6	6	6	8	2	-6	1856	-3	0.9	1
CCOc1ccc(S(=O)(=O)N2CCN(c3ccc(C)cc3C)CC2)cc1	13	-1	28	0	-1	-9	1529	3	0.7	1
COC(=O)c1sccc1NC(=O)CCC1CCCC1	-10	-2	34	-10	-12	-11	1497	1	0.7	1.1
O=C(O)c1sccc1SCc1ccc(Cl)cc1Cl	2	-4	0	9	-1	-7	1683	0	1	1
O=C1OCC2=C1C(c1ccc3c(c1)OCO3)Sc1ccccc1N2 (stereo not drawn)	3	-7	16	2	4	3	1500	-5	0.8	1
CC1(C)Cc2c(c(-c3ccco3)[nH]c(=O)c2C#N)CS1	2	1	12	2	2	-5	1467	0	0.9	1
COc1ccc(NS(=O)(=O)c2cnc[nH]2)cc1	0	6	-2	3	0	-1	1550	2	1	1
CCOc1ccc(S(=O)(=O)N(C)c2ccc(OCC(=O)N3CCOCC3)cc2)cc1	-8	6	-3	2	-2	-10	1252	-3	1	1
CCOC(=O)c1cnc(-n2nc(C)cc2C)nc1NCCc1ccccc1	11	3	-28	-4	-4	1	1399	-6	1.3	1
O=C(Nc1ccccc1Sc1ccccc1)c1ccccc1F	3	-5	nt	-3	nt	nt	1441	nt	nt	nt
O=C(NCCCCCCNC(=O)c1cccs1)c1cccs1	5	7	-5	13	-5	-12	1536	-5	1	1.1

Carrying on.
SMILES	PPARg SRC3 recr	PPARg SRC1 recr	bIAP inhibitor	PPARg SRC2 recr	TNAP inh hiacc	TNAP inh no acc	TR-FRET SRC-2 ct	Efa HMGR inh	bIAP activator	TNAP act hiacc
O=C(NCC1CCCO1)c1ccc2c(c1)N(Cc1ccccc1)C(=O)CS2=O (stereo not drawn)	2	0	-8	-3	-2	-8	1411	-13	1.1	1
COCCSc1ccccc1C(=O)NCCCn1ccnc1	11	0	11	-1	1	-4	1577	-8	0.9	1
Cc1ccc(C)c(-n2c(CNC(=O)c3ccco3)nnc2SCC(=O)Nc2nnc(C)s2)c1	3	-3	0	4	-4	-6	1490	-3	1	1
CCCCSc1nc(C)c(CC(=O)OC)c(=O)[nH]1	-2	-2	5	5	-4	-8	1463	4	1	1
Cc1ccc(S(=O)(=O)NCCOc2nc(N(C)C)nc(N3CCOCC3)n2)cc1	-2	2	4	-3	1	-10	1526	-2	1	1
CCn1cnc2cc([N+](=O)[O-])ccc21	2	2	1	-3	-5	-17	1580	4	1	1.1
Cc1c(Cl)cccc1NC(=S)N1CCCN(Cc2ccc(F)cc2)C1	0	1	32	-5	-2	-2	1511	-2	0.7	1

An excerpt taken from the entries so far:
SMILES	PPARg SRC3 recr	PPARg SRC1 recr	bIAP inhibitor	PPARg SRC2 recr	TNAP inh hiacc	TNAP inh no acc	TR-FRET SRC-2 ct	Efa HMGR inh	bIAP activator	TNAP act hiacc
O=C(NCC1CCCO1)c1ccc2c(c1)N(Cc1ccccc1)C(=O)CS2=O (stereo not drawn)	2	0	-8	-3	-2	-8	1411	-13	1.1	1
COCCSc1ccccc1C(=O)NCCCn1ccnc1	11	0	11	-1	1	-4	1577	-8	0.9	1
